Bioassay records as filed in PubChem.
HCT116 bCat-KO = beta-catenin-lacking colon tumor cell growth suppression. HCT116 beta-catenin knockout viability, CellTiter-Glo, 60 h; stronger effect = lower value. viability, % at 10 µM. actives 1.5% (n = 140,000);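 active = viability at or under a set limit, the compound median less 4 SD, cut at about 6% in these data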;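 also: 0% = Hyamine 1622 control at 20 µM and 100% = untreated cell control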
Phagocytosis inh = macrophage phagocytosis inhibition | J774A.1 macrophage IgG-bead phagocytosis, imaging | inhibition, % at 5 µM | actives 0.07% (n = 110,000) | AID 1029;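 active = inhibition above the mean of the plate negative controls plus 5 SD, cut at about 13% in these data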;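 also: phagocytic index as fraction of beads internalized from green versus red external bead signal; plate controls were DMSO negative control for no effect and cytochalasin-D positive control for full effect; some results beyond the cut were filed as inactive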
NPY-Y2 antag = antagonists of human neuropeptide Y receptor Y2; P49146; NPY-Y2 expressing cells, antagonist mode; inhibition, % at 2.7 µM; actives 0.99% (n = 140,000); in the data active = inhibition above about 17%;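 also: 0% = vehicle with agonist challenge and 100% = reference antagonist with challenge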
Target sequence (P49146 whole entry, looked up): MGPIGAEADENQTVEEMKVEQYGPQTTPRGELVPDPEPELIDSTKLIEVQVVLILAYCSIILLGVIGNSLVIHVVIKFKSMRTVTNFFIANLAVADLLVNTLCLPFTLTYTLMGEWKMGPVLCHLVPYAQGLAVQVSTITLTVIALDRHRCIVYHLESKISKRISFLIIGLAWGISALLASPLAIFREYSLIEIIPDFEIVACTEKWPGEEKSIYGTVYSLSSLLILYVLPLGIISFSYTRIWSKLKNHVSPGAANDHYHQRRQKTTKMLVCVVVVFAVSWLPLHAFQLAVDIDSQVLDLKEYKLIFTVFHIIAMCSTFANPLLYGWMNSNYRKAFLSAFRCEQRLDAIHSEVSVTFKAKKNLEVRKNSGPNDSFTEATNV
GALR2 blocker = blocks the human galanin receptor 2; actives 0.39% (n = 140,000); GALR2-expressing cells, antagonist mode; O43603; inhibition, % at 4 µM; AID 828; in the data active = inhibition above about 27%;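 also: cells stimulated with galanin 1-16 at roughly its EC80; 0% = agonist challenge control and 100% = basal control without agonist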
Target sequence (O43603 whole entry, looked up): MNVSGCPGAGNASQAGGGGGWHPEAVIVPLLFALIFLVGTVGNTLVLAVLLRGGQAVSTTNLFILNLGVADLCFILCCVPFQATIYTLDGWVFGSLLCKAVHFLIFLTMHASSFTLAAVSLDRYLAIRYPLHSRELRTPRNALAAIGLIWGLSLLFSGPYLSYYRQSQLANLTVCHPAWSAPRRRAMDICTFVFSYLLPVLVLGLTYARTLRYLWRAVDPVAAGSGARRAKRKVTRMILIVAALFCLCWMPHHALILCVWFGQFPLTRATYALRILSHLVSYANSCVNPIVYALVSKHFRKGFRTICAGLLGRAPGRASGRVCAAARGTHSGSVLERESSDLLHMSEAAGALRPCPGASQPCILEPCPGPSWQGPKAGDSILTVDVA
Measles CPE = protection of cells from measles virus; Measles virus-infected cells, CPE protection, absorbance; protection (pct of control), % at 4 µM; actives 1.5% (n = 140,000); in the data active = protection mostly above about 24%, no sharp cut-off; inactive = mostly below about 26%; also: some compounds called inactive have numbers as strong as hits
E-sel TNF inh = TNF alpha driven E-selectin expression inhibition; actives 0.71% (n = 120,000); inhibition, % at 2 µM; HUVEC TNFa-induced E-selectin immunofluorescence, high content; AID 1246;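 active = inhibition above the batch mean plus 3 SD, and confirmed as a hit on visual image review, cut at about 43% in these data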;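 also: 0% = TNF-stimulated DMSO wells and 100% = unstimulated control wells; not every result past the cut was called active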
Yeast lifespan up = yeast lifespan extension | AID 775 | actives 0.68% (n = 130,000) | S. cerevisiae growth with nicotinamide, OD615; deaD strain in restrictive glucose medium | inhibition of the nicotinamide effect, % at 10 µM;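 active = inhibition above a set limit, placed 3 SD over the median of all compounds, cut at about 26% in these data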;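 also: 0% = nicotinamide-treated wells and 100% = cells grown without nicotinamide; some compounds called inactive have numbers as strong as hits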
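Assay system: DeaD-strain S. cerevisiae. Medium: CSMM-D glucose medium, restrictive. Reagent: nicotinamide, 1.5 mM, co-present with compound. Compound: 10 µM single point, 0.25% DMSO. Schedule: culture preincubation 4 h, compound exposure 48 h, both 30 °C. Detection: absorbance at 615 nm.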
MRP-1 activ = activates MRP-1; H69AR cells + doxorubicin, viability rescue, CellTiter-Glo; viability increase, % at 10 µM; actives 0.61% (n = 140,000); AID 799;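 active = viability gain under doxorubicin at or above a set limit, the compound median plus 3 SD, cut at about 4.7% in these data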;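 also: MRP-1 overexpressing cells given doxorubicin 25 µM after compound pretreatment; 18-22 h compound pretreatment then 72 h with doxorubicin before readout; 0% = doxorubicin-only wells and 100% = vehicle-treated cells without doxorubicin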
PTEN del growth = growth suppressors of cells with PTEN tumor suppressor deletion | HCT116 PTEN-null viability, CellTiter-Glo, 60 h; stronger effect = lower value | viability, % at 10 µM | actives 1.2% (n = 140,000) | AID 827;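 active = viability at or below a set limit, 4 SD under the median of all tested compounds, cut at about 3.7% in these data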;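 also: PTEN knockout HCT116 line with beta catenin targeted HCT116 as companion control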
BB579 growth dn = reduces growth of yeast BB579 in restrictive medium. AID 804. actives 0.51% (n = 140,000). inhibition, % at 10 µM. S. cerevisiae BB579 growth, OD615, 48 h;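 active = inhibition above a set limit, 3 SD over the mean compound inhibition, cut at about 44% in these data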; also: inactives centre near -24
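System: DeaD yeast strain BB579; buffer or medium: CSMM-D dextrose restrictive medium; technique: OD at 615 nm; schedule: 4 h cell preincubation, 48 h compound exposure, 30 °C humidified; doses: single 10 µM dose; controls: amphotericin B 10 µg/mL, positive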
* = called active by the depositor; . = no result given. Random draw from the library, and some 6.1% of all compounds hit somewhere here.

SMILES	HCT116 bCat-KO	Phagocytosis inh	NPY-Y2 antag	GALR2 blocker	Measles CPE	E-sel TNF inh	Yeast lifespan up	MRP-1 activ	PTEN del growth	BB579 growth dn
Cc1ccc(C)c(NC(CC(=O)c2ccccc2)C(=O)OCC(=O)c2cccs2)c1 (centres undefined)	87	-12	2	0	14	-6	3	1.2	85	-22
CN(C)CC(O)COc1ccc(-c2ccc(C#N)cc2)cc1 (centres undefined)	76	-1	-1	-16	6	21	-25	-2.4	74	-42
CCOc1cc(C2c3c(oc4cc(C)c(Cl)cc4c3=O)C(=O)N2Cc2ccco2)ccc1O (centres undefined)	49	3	0	7	6	-13	-8	-2.9	34	-62
O=C(Nc1ccc(NC(=O)c2ccco2)nc1)c1cccnc1	90	.	2	10	24	-12	-4	-3.8	95	-20
O=C(CCCC(=O)N1CCCc2ccccc21)N1CCCc2ccccc21	78	-1	6	5	5	.	1	-1.7	63	-40
Cc1cc(Cl)ccc1OCCCC(=O)N1CCCCC1	89	-1	10	-7	2	5	-6	-0.5	87	6
O=C1CCCC/C1=C/Nc1ccc(S(=O)(=O)Nc2ncccn2)cc1	111	-2	-1	-17	5	20	-9	-3.6	94	-8
COC(=O)CC1C(=O)NCCN1C(=S)NC(=O)C(c1ccccc1)c1ccccc1 (centres undefined)	88	-5	2	5	10	.	-1	-1.9	89	-36
CCN1CCc2nc(NC(=O)c3ccccc3)sc2C1	94	0	-2	12	8	-5	-9	0.1	96	-44
CCOc1ccc(C(CC(=O)O)NC(=O)c2ccco2)cc1OC (centres undefined)	86	-2	3	-3	8	-40	-2	-1.3	94	-5
CSc1nc(Oc2ccc(F)cc2F)cc(C(F)(F)F)n1	90	3	1	-1	5	-33	-18	0.8	97	-24
CCN(CC)c1ccc(-c2c(C#N)c(N)nc(OC)c2C#N)cc1	81	0	-2	-9	23	-4	-13	-1.5	66	-44
CCOc1ccc(-c2nnc(-c3ccccc3)n2-c2ccccc2)cc1	92	0	2	-9	16	.	-13	-1.3	95	-67
c1ccc(-n2ncc3c(NCc4ccccn4)ncnc32)cc1	105	.	-4	0	4	-19	-30	0.0	104	13
Nc1nnc(SCCOc2ccc(Br)cc2)s1	86	0	-2	8	10	9	-11	-0.6	89	-16

Reprinted from the part before: two entries, then new ones.
SMILES	HCT116 bCat-KO	Phagocytosis inh	NPY-Y2 antag	GALR2 blocker	Measles CPE	E-sel TNF inh	Yeast lifespan up	MRP-1 activ	PTEN del growth	BB579 growth dn
c1ccc(-n2ncc3c(NCc4ccccn4)ncnc32)cc1	105	.	-4	0	4	-19	-30	0.0	104	13
Nc1nnc(SCCOc2ccc(Br)cc2)s1	86	0	-2	8	10	9	-11	-0.6	89	-16
Cc1ccc(NC(=O)C2C(=O)N(CCO)C3(C)CC2c2ccccc2O3)cc1 (centres undefined)	92	.	1	14	9	-16	-7	-0.6	92	2
COc1ccccc1NC(=O)N(Cc1ccco1)Cc1cc2cccc(C)c2[nH]c1=O	77	0	-1	9	7	-4	-5	-3.1	75	-22
O=C(Nc1cc(C(F)(F)F)ccc1-n1cnc2ccccc21)c1ccccc1	84	-12	8	6	10	.	0	-1.1	78	12
CCN(CC(O)CON=C1c2ccccc2-c2ccccc21)S(=O)(=O)c1ccc(C)cc1 (centres undefined)	65	0	5	-4	10	.	11	-0.3	64	-36
COc1cccc(-c2[nH]nc3c2C(c2ccc(C)o2)C(C#N)=C(N)O3)c1 (centres undefined)	94	.	21*	7	23	.	11	-0.1	.	-25
O=C(Cn1nnc2ccccc21)OCC(=O)c1ccc(Cl)c(Cl)c1	95	.	0	-6	22	-22	.	-3.1	92	-2
COc1ccc([N+](=O)[O-])cc1NC(=O)CCc1ccccc1	91	.	3	12	101*	-83	-18	-1.6	90	-20
CC1(C)Cc2cccc(OCC(=O)N3CCN(S(=O)(=O)c4ccc(F)cc4)CC3)c2O1	90	1	2	-17	19	.	5	0.2	90	0
O=C(O)c1cc(N/N=C2/CC(c3ccccc3)Oc3ccccc32)ccc1Cl (centres undefined)	97	-12	3	-3	33	3	-5	-2.5	104	-4
CCN1CCN(C(=O)c2oc(=O)c3ccccc3c2-c2ccc(C)cc2)CC1	85	-1	2	10	4	-8	-10	-1.6	90	23
O=C(CSc1nnc(-c2cccnc2)n1Cc1ccco1)NCc1ccc2c(c1)OCO2	106	-2	2	2	5	-50	-16	-0.8	102	-9
Cc1ccc2nc(/C(C#N)=C\c3ccc(Oc4ccc(C(F)(F)F)cc4[N+](=O)[O-])cc3)[nH]c2c1	39	-3	-1	3	4	10	-1	-4.6	28	4
CCc1nc(N2CCCC2C(=O)O)c2oc3ccccc3c2n1 (centres undefined)	86	0	5	-7	7	.	3	-2.1	92	-4
C/C(=N\N=C(/N)SC1CC(=O)N(c2cccc(Cl)c2)C1=O)c1cccs1 (centres undefined)	90	.	-2	-6	12	13	-9	-1.2	78	-14
CC(=O)Nc1ccc(OC(=O)c2cc3ccccc3oc2=O)cc1	94	-1	1	4	22	10	-4	-0.6	104	-1

Part of the list above, set out differently:
Values in the order: HCT116 bCat-KO, Phagocytosis inh, NPY-Y2 antag, GALR2 blocker, Measles CPE, E-sel TNF inh, Yeast lifespan up, MRP-1 activ, PTEN del growth, BB579 growth dn
COc1ccccc1NC(=O)N(Cc1ccco1)Cc1cc2cccc(C)c2[nH]c1=O
→ 77, 0, -1, 9, 7, -4, -5, -3.1, 75, -22
O=C(Nc1cc(C(F)(F)F)ccc1-n1cnc2ccccc21)c1ccccc1
→ 84, -12, 8, 6, 10, ., 0, -1.1, 78, 12
CCN(CC(O)CON=C1c2ccccc2-c2ccccc21)S(=O)(=O)c1ccc(C)cc1 (centres undefined)
→ 65, 0, 5, -4, 10, ., 11, -0.3, 64, -36
COc1cccc(-c2[nH]nc3c2C(c2ccc(C)o2)C(C#N)=C(N)O3)c1 (centres undefined)
→ 94, ., 21*, 7, 23, ., 11, -0.1, ., -25
O=C(Cn1nnc2ccccc21)OCC(=O)c1ccc(Cl)c(Cl)c1
→ 95, ., 0, -6, 22, -22, ., -3.1, 92, -2
COc1ccc([N+](=O)[O-])cc1NC(=O)CCc1ccccc1
→ 91, ., 3, 12, 101*, -83, -18, -1.6, 90, -20
CC1(C)Cc2cccc(OCC(=O)N3CCN(S(=O)(=O)c4ccc(F)cc4)CC3)c2O1
→ 90, 1, 2, -17, 19, ., 5, 0.2, 90, 0
O=C(O)c1cc(N/N=C2/CC(c3ccccc3)Oc3ccccc32)ccc1Cl (centres undefined)
→ 97, -12, 3, -3, 33, 3, -5, -2.5, 104, -4
CCN1CCN(C(=O)c2oc(=O)c3ccccc3c2-c2ccc(C)cc2)CC1
→ 85, -1, 2, 10, 4, -8, -10, -1.6, 90, 23
O=C(CSc1nnc(-c2cccnc2)n1Cc1ccco1)NCc1ccc2c(c1)OCO2
→ 106, -2, 2, 2, 5, -50, -16, -0.8, 102, -9
Cc1ccc2nc(/C(C#N)=C\c3ccc(Oc4ccc(C(F)(F)F)cc4[N+](=O)[O-])cc3)[nH]c2c1
→ 39, -3, -1, 3, 4, 10, -1, -4.6, 28, 4
CCc1nc(N2CCCC2C(=O)O)c2oc3ccccc3c2n1 (centres undefined)
→ 86, 0, 5, -7, 7, ., 3, -2.1, 92, -4
C/C(=N\N=C(/N)SC1CC(=O)N(c2cccc(Cl)c2)C1=O)c1cccs1 (centres undefined)
→ 90, ., -2, -6, 12, 13, -9, -1.2, 78, -14
CC(=O)Nc1ccc(OC(=O)c2cc3ccccc3oc2=O)cc1
→ 94, -1, 1, 4, 22, 10, -4, -0.6, 104, -1

(next part)
SMILES	HCT116 bCat-KO	Phagocytosis inh	NPY-Y2 antag	GALR2 blocker	Measles CPE	E-sel TNF inh	Yeast lifespan up	MRP-1 activ	PTEN del growth	BB579 growth dn
CC1CCc2cc(F)ccc2N1C(=O)CSc1nnc(-c2cccs2)n1C (centres undefined)	104	-2	1	0	17	.	-14	-3.4	92	-11
CC1(C)CC(=O)c2c(nc(SCC(=O)Nc3nsc(-c4ccccc4)n3)c(C#N)c2-c2ccccc2)C1	43	.	-1	-2	26	-21	-1	-5.7	46	-38
NS(=O)(=O)c1ccc(NC(=O)CN2CCCCC2)cc1	102	-1	2	-11	7	-3	-2	-0.5	105	-49
N=c1c2c(-c3ccccc3)c(-c3ccccc3)n(Cc3ccccc3)c2ncn1CCCn1ccnc1	1.2*	.	49*	6	4	-20	5	-5.1	2.0*	-51
Cc1nc(NC(=O)/C=C/c2ccc(Cl)cc2Cl)sc1C(=O)N(C)C	101	-12	7	-2	12	.	5	3.0	98	-34
Cc1ccc(-n2nnnc2Sc2nc([N+](=O)[O-])nn2C)cc1C	34	1	0	9	16	-1	0	-5.2	49	-23
COC(=O)[C@H](C)NC(=O)Nc1cc(OC)ccc1OC	111	0	1	-7	3	6	-4	-1.2	97	-40
NC(=S)N=Nc1c(O)n(Cc2ccccc2)c2ccccc12	88	.	10	4	7	0	6	-0.3	99	-51
O=C(Nc1nc2ccc(F)cc2s1)c1cccc(S(=O)(=O)N2CCc3ccccc32)c1	74	-4	1	18	8	.	4	-0.6	75	-21
COc1ccc(N2CCN(C(=O)CSc3ncnc4c3cnn4-c3ccccc3C)CC2)cc1	89	-1	-1	-6	12	-32	-16	-0.7	90	-26
O=C(OCC(=O)N1CCN(C(=O)c2ccco2)CC1)c1ccccc1Cc1ccccc1	93	-1	3	-2	44	.	-6	0.6	76	-27
COc1ccc(Cl)cc1NC(=S)N(CCCN1CCOCC1)Cc1cn(C)c2ccccc12	69	-6	2	0	10	-2	0	-5.0	64	-11
NNC(=O)c1cc2ccccc2cc1O	27	-5	2	4	2	.	-5	-5.7	23	-10
CC(C)(C(N)=O)N1CCN(c2ncc(C(F)(F)F)cc2Cl)CC1	55	0	3	-17	3	10	-9	-2.1	63	-4
Cc1cc(C)c2c(n1)nn1c(N3CCN(c4ccccc4)CC3)cc(C)nc21	93	-4	-2	-4	5	-31	-7	-1.7	97	-48
CC(=O)c1ccc(OC(=O)c2cccs2)cc1	96	-6	4	6	6	0	-9	-0.8	105	-4
c1ccc(-c2nc(Sc3ncnc4c3cnn4-c3ccccc3)n[nH]2)cc1	89	-2	6	-14	3	.	-9	-2.8	96	-19
Cc1ccc(Nc2c(-c3ccc(C)o3)nc3cnccn23)cc1	87	.	2	1	2	4	-11	-1.1	78	9
